NCOA3 inh = inhibits human SRC3 coactivator; Q9Y6Q9; HEK293 GAL4-SRC3 luciferase reporter, luminescence; inhibition, % at 3.6 µM; 0.17% of 360,000 active; AID 588352;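 active = inhibition above a per-campaign cutoff, the mean of all compounds plus 3 SD, cut at about 60% in these data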;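 note: 0% = DMSO-treated cells and 100% = gossypol-treated cells at 36 µM; higher means less SRC3-driven luciferase light from the GAL4 reporter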
NR5A2 inv ag = NR5A2 inverse agonism in reporter assay. O00482. HEK293T StAR-luciferase reporter, LRH-1 transfected, 24 h. inhibition, % at 3.6 µM. 0.13% of 360,000 active;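 active = inhibition above the mean inhibition of all tested compounds plus 3 SD, cut at about 73% in these data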;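 note: 0% = DMSO wells and 100% = reporter-only cells lacking LRH-1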
LMP1 NFkB inh = inhibitors of Epstein-Barr LMP1-induced NF-kappaB reporter; inhibition, % at 12.5 µM; 0.69% of 350,000 active; LMP1-induced NF-kappaB luciferase reporter cells, luminescence; in the data active = inhibition above about 41%;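 note: 0% = neutral control wells and 100% = reference inhibitor control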
TWEAK Fn14 block = TWEAK-Fn14 signaling inhibition; 2% of 360,000 active; inhibition, % at 10 µM; TWEAK-stimulated Fn14 reporter cells, luciferase luminescence, 8 h; in the data active = inhibition above about 50%
SRC1 inh = human NCOA1 inhibition. inhibition, % at 3.6 µM. Q15788. 0.12% of 360,000 active. HEK293 GAL4-SRC1 luciferase reporter, luminescence;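 active = inhibition above the campaign mean plus 3 SD, with each screening campaign given its own cutoff, cut at about 60% in these data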;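 note: 0% = DMSO treated cells and 100% = gossypol at 36 µM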
Target sequence (Q15788 whole entry, looked up, the tested form may be a part): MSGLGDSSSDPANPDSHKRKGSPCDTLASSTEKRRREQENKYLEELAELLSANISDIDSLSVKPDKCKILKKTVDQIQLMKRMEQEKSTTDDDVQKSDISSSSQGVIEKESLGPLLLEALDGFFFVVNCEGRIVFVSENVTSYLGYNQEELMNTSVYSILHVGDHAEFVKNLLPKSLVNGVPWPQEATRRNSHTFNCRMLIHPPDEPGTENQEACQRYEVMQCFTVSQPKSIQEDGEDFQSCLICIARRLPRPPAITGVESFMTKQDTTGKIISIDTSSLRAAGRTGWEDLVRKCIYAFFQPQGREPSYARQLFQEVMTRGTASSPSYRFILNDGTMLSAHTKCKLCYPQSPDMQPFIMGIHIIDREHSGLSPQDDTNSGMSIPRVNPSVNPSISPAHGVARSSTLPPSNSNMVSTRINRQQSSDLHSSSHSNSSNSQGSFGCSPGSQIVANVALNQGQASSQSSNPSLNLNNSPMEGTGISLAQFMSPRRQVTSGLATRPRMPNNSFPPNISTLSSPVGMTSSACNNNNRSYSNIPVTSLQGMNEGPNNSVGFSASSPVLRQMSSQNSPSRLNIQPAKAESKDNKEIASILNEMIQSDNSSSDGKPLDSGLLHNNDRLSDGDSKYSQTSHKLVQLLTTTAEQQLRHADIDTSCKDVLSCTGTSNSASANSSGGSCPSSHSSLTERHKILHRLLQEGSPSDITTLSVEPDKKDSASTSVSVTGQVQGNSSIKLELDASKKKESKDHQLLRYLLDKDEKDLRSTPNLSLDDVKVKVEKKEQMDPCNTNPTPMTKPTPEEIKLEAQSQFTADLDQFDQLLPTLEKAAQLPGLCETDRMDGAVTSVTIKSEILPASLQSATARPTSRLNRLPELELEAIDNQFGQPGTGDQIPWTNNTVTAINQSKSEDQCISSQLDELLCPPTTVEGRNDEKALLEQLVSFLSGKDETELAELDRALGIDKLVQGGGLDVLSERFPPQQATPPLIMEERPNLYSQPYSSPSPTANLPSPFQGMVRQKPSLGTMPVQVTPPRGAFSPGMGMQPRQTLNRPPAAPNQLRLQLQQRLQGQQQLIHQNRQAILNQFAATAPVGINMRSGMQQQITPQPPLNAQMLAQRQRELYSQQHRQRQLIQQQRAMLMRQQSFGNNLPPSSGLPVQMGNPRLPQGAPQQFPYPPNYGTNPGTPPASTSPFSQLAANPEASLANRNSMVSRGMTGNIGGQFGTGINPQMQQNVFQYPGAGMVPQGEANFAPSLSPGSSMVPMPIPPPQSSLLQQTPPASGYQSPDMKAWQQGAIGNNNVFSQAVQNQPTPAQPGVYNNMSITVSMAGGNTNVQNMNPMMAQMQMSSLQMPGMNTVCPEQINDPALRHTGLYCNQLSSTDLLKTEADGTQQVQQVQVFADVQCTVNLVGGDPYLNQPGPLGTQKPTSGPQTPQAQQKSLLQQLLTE
TROY NFkB inh = TROY signaling inhibition | inhibition, % at 10 µM | Q293 LMP1-TROYcd NF-kB luciferase reporter, 4 h | AID 1347056 | 0.98% of 360,000 active;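 active = compounds whose plate-normalised and pattern-corrected inhibition of the luciferase reporter signal at the single screening dose is 50% or more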
COUP-TFII inh = inhibitors of human COUP-TFII (NR2F2). P24468. HEK293T NGFI-A luciferase reporter, luminescence. inhibition, % at 8.6 µM. 0.7% of 370,000 active. AID 686940;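 active = inhibition above a per-plate cutoff, mean inhibition of test wells between control levels plus 3 SD, cut at about 38% in these data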;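 note: cells cotransfected with COUP-TFII expression vector driving the NGFI-A reporter; 0% = median of COUP-TF2 test wells and 100% = reporter-only cells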
KKLEB tox = reduces viability of KKLEB cystic fibrosis airway cells; activity change (cytotoxicity), % at 5 µM; KKLEB CF airway cells viability, ATPlite luminescence, overnight; active compounds read low; cells stimulated with P. aeruginosa culture filtrate; 0.36% of 360,000 active;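 active = corrected activity change at or below -50% at 5 µM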
CF NFkB inh = cystic fibrosis NF-kB activation inhibition. inhibition, % at 5 µM. 0.86% of 360,000 active. KKLEB NF-kB-GFP reporter, PAF-induced, GFP fluorescence overnight;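 active = at least 50% inhibition at 5 µM, scaled per plate between neutral and stimulator controls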;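 note: PAF is a Pseudomonas aeruginosa culture filtrate used as stimulus; plate controls were PAF-stimulated DMSO wells for no effect and unstimulated DMSO wells for full effect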
Shn3 inh set2 = inhibitors of Schnurri-3 3'UTR reporter in osteoblasts. Clone20 osteoblast Shn3 3'UTR firefly luciferase, 24 h. inhibition, % at 12.5 µM. 0.52% of 360,000 active. AID 588674;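 active = mean inhibition of at least 75% with every replicate also reaching 75%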;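 note: 0% = median of neutral control wells and 100% = pilot-screen positive control compound; some compounds past the cut are filed as inactive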
C8 TRAIL sens = sensitizes caspase-8 expressing cells to TRAIL; NB7+C8 cells + TRAIL, ATPlite viability luminescence; inhibition (viability loss, TRAIL sensitization), % at 10 µM; 1% of 360,000 active; AID 624354;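 active = compounds causing at least 50% loss of cell viability in the single-dose screen, relative to plate controls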
* = called active by the depositor; / = no result given. A portion of the library; count on the stated rates, not on these rows.

no. | smiles | NCOA3 inh | NR5A2 inv ag | LMP1 NFkB inh | TWEAK Fn14 block | SRC1 inh | TROY NFkB inh
1 | OCC12CO[C@@H]3c4ccccc4[C@H](OC1)N32 (stereo partly drawn) | -19 | -27 | 9 | -6 | -45 | -4
2 | COc1ccc(-n2c(C)nc3ccccc3c2=O)c([N+](=O)[O-])c1 | 0 | -9 | -1 | 7 | 14 | 0
3 | O=C1N[C@@H](Cc2ccccc2)C(=O)N2[C@H]1C[C@H]1c3ccccc3N(OOSc3ccccc3)[C@H]12 | -22 | 3 | -5 | 24 | -34 | 20
4 | CCOC(=O)c1cnc(SCc2ccc(Cl)c(Cl)c2)nc1N1CC1 | -13 | -11 | -3 | -1 | -4 | 11
5 | O=C(C[N+]12CCC(CC1)C(CO)C2)c1ccc([N+](=O)[O-])cc1 (stereo not drawn) | 15 | 1 | -9 | -14 | 9 | -8
6 | COC(=O)C1=C(c2ccc(F)cc2F)C[C@@H]2CC[C@H]1N2C(=O)NCc1ccc2c(c1)OCO2 | 1 | 2 | -1 | 6 | -31 | -14
7 | COc1cc(C2c3cc4c(cc3CC3COC(=O)C32)OCO4)cc(OC)c1O (stereo not drawn) | 24 | 13 | 1 | -17 | 1 | 14
8 | OCCNc1c2c(nc3ccccc13)CCCC2 | 10 | 0 | -4 | -13 | 5 | 15
9 | CC1CCN(C(CC(=O)c2ccccc2)C(=O)c2ccccc2)CC1 (stereo not drawn) | -82 | -60 | -12 | 7 | -111 | -46
10 | O=C1NC(=O)C(CCc2ccncc2)(CCc2ccncc2)C(=O)N1Cc1ccc(F)cc1 | 23 | 12 | 7 | 1 | 7 | -5
11 | COC(=O)C1=C(c2ccccc2)C[C@@H]2CC[C@H]1N2C(=O)NC1CC1 | 1 | -8 | 3 | 13 | -30 | -16
12 | CC(C)N1C(=O)/C(=C/C=C/c2ccco2)C(=O)N(Cc2ccco2)C1=O | -11 | 0 | -22 | 5 | -21 | -3

no. | COUP-TFII inh | KKLEB tox | CF NFkB inh | Shn3 inh set2 | C8 TRAIL sens
1 | -8 | -4 | -6 | 11 | 0
2 | -6 | 1 | -14 | -3 | 2
3 | -4 | -12 | 29 | -3 | -2
4 | -10 | -41 | 67* | 31 | 6
5 | 10 | -2 | -14 | 7 | 4
6 | -18 | 7 | 6 | -13 | -11
7 | -69 | -30 | 54* | -32 | -12
8 | 11 | 2 | 2 | 1 | 11
9 | -15 | -14 | 40 | 10 | 15
10 | -12 | 2 | -10 | 17 | 2
11 | -4 | 18 | -8 | -10 | -14
12 | 2 | 10 | -25 | 52 | -4

no. | smiles | NCOA3 inh | NR5A2 inv ag | LMP1 NFkB inh | TWEAK Fn14 block | SRC1 inh | TROY NFkB inh
13 | Cc1cc(=O)oc2cc(OCC(=O)N3C[C@H]4C[C@@H](C3)c3cccc(=O)n3C4)c(Cl)cc12 | 7 | 8 | -6 | -14 | -9 | 1
14 | COC(=O)C1=C(c2ccc(F)cc2OCc2ccccc2)C[C@@H]2CC[C@H]1N2C(=O)NCc1ccc(Cl)cc1 | 6 | 3 | 18 | 34 | 10 | 17
15 | CC(C)CCOC(=O)c1c(N)n(CC2CCCO2)c2nc3ccccc3nc12 (stereo not drawn) | 3 | 26 | 16 | 17 | -30 | 1
16 | CCCN1CCc2cccc3c2[C@H]1Cc1ccc(O)c(O)c1-3 | -14 | -10 | -1 | -16 | -15 | 16
17 | Oc1cccc2nc3ccccc3nc12 | 5 | 20 | -3 | -5 | 9 | -31
18 | CN1C(=O)N(C)C(=O)C2(Cc3cc(NC(=O)c4ccccc4Cl)ccc3N3CCCC32)C1=O (stereo not drawn) | -12 | -9 | -2 | -6 | -67 | -5
19 | CN(C)c1ccc(/C=C2/C(=O)NC(=O)N(Cc3ccco3)C2=O)cc1 | 1 | 9 | -4 | 9 | -24 | 12
20 | CN(C)c1cccc2c(C#N)ccc(N(C)C)c12 | 17 | -26 | -15 | 25 | 6 | -6
21 | Cc1nc2cc(C(F)(F)F)ccc2n1C1CCN(Cc2nnnn2CCc2ccccc2)CC1 | -16 | -7 | 1 | 9 | 8 | 12
22 | CCOC(=O)C1(c2ccccc2)CCN(CCC(=O)Nc2ccccc2OC)CC1 | -8 | 2 | 6 | -20 | -18 | -9
23 | Cc1ccccc1OCCN=Cc1c(O)n(C)c(=O)n(C)c1=O | 14 | 13 | -6 | 17 | 4 | 13
24 | COc1ccc(N2C(=O)/C(=C/c3ccc(C)o3)C(=O)NC2=S)c(OC)c1 | 3 | 10 | 4 | -3 | 6 | -12

no. | COUP-TFII inh | KKLEB tox | CF NFkB inh | Shn3 inh set2 | C8 TRAIL sens
13 | 1 | -2 | -40 | 7 | -17
14 | 3 | -10 | 23 | 46 | 12
15 | 25 | -7 | 14 | 7 | -19
16 | / | -23 | 0 | 22 | 46*
17 | -7 | -5 | 19 | 10 | 14
18 | 3 | -11 | 6 | -14 | -4
19 | 1 | 9 | -22 | 2 | -4
20 | 22 | -2 | -2 | 5 | 20
21 | 7 | -15 | 19 | 31 | 4
22 | 16 | -10 | 15 | 1 | 14
23 | 9 | 12 | 9 | 34 | 10
24 | 2 | 7 | 1 | 0 | -6

no. | smiles | NCOA3 inh | NR5A2 inv ag | LMP1 NFkB inh | TWEAK Fn14 block | SRC1 inh | TROY NFkB inh
25 | Cc1cccn2c(=O)c3c(nc12)N1CCCCCC1C1(C3)C(=O)N(C)C(=O)N(C)C1=O (stereo not drawn) | 27 | 10 | / | -10 | 6 | -1
26 | CC1CNCCN1c1ccc(Cl)cc1 (stereo not drawn) | -10 | -13 | -7 | -3 | -24 | -8
27 | Cc1ccccc1CN1CCCN(Cc2ccc(Cl)cc2)S1(=O)=O | -7 | 1 | 4 | -5 | 18 | 2
28 | CCN1CCN(Cc2cc(OC)c3c(c2)OCO3)CC1 | 9 | -12 | -1 | 2 | -4 | 12
29 | CC(C)[C@H]1C(=O)O[C@H](C(C)C)C(=O)N(C)[C@@H](C(C)C)C(=O)O[C@H](C(C)C)C(=O)N(C)[C@@H](C(C)C)C(=O)O[C@H](C(C)C)C(=O)N1C | 70* | -15 | 56* | 56* | 37 | 56*
30 | CCCC12CN3CC(CCC)(CN(C1)C3c1ccccn1)C2=O (stereo not drawn) | 4 | -1 | 0 | 3 | -15 | -2
31 | CC12CCC3C(CC=C4CC(O)CCC43C)C1C/C(=C\c1ccccc1F)C2=O (stereo not drawn) | 7 | 23 | -6 | -47 | -15 | 18
32 | Oc1ccc(CC2(N3CCCC3)CCCCC2)cc1 | -5 | -1 | 0 | 9 | -1 | 10
33 | CN1Cc2cnnn2-c2ccccc2C1c1ccccc1 (stereo not drawn) | 5 | -9 | 1 | 1 | 1 | 12
34 | CCCCn1c(=O)c(C(=O)Nc2ccccc2F)c(O)c2ccccc21 | -12 | 16 | -2 | 7 | -13 | -21
35 | O=C(Cc1ccccc1)Oc1ccc(N2C(=O)C3CCCCC3C2=O)cc1 (stereo not drawn) | -18 | -12 | 14 | -23 | -16 | -22
36 | COc1ccc2[nH]c(C)c(CCN3CCC(=O)C(C)C3C)c2c1 (stereo not drawn) | 14 | 9 | -7 | 19 | -3 | 6

no. | COUP-TFII inh | KKLEB tox | CF NFkB inh | Shn3 inh set2 | C8 TRAIL sens
25 | 13 | 16 | -7 | 4 | -12
26 | -1 | 2 | -6 | -4 | -10
27 | -5 | -4 | -13 | -9 | -2
28 | 3 | 4 | -13 | -6 | 4
29 | / | 1 | 33 | 90* | 53*
30 | 10 | -2 | 1 | 7 | 6
31 | 11 | -29 | 40 | 4 | 1
32 | 19 | -3 | -8 | -14 | -2
33 | 8 | 8 | -16 | -4 | 5
34 | -3 | -4 | 0 | 23 | -1
35 | -20 | 2 | 1 | -4 | -10
36 | -13 | -6 | 9 | -8 | 0

6 entries from above, with tabs.
No.	smiles	NCOA3 inh	NR5A2 inv ag	LMP1 NFkB inh	TWEAK Fn14 block	SRC1 inh	TROY NFkB inh	COUP-TFII inh	KKLEB tox	CF NFkB inh	Shn3 inh set2	C8 TRAIL sens
35	O=C(Cc1ccccc1)Oc1ccc(N2C(=O)C3CCCCC3C2=O)cc1 (stereo not drawn)	-18	-12	14	-23	-16	-22	-20	2	1	-4	-10
27	Cc1ccccc1CN1CCCN(Cc2ccc(Cl)cc2)S1(=O)=O	-7	1	4	-5	18	2	-5	-4	-13	-9	-2
30	CCCC12CN3CC(CCC)(CN(C1)C3c1ccccn1)C2=O (stereo not drawn)	4	-1	0	3	-15	-2	10	-2	1	7	6
36	COc1ccc2[nH]c(C)c(CCN3CCC(=O)C(C)C3C)c2c1 (stereo not drawn)	14	9	-7	19	-3	6	-13	-6	9	-8	0
29	CC(C)[C@H]1C(=O)O[C@H](C(C)C)C(=O)N(C)[C@@H](C(C)C)C(=O)O[C@H](C(C)C)C(=O)N(C)[C@@H](C(C)C)C(=O)O[C@H](C(C)C)C(=O)N1C	70*	-15	56*	56*	37	56*	/	1	33	90*	53*
33	CN1Cc2cnnn2-c2ccccc2C1c1ccccc1 (stereo not drawn)	5	-9	1	1	1	12	8	8	-16	-4	5

(continued)
no. | smiles | NCOA3 inh | NR5A2 inv ag | LMP1 NFkB inh | TWEAK Fn14 block | SRC1 inh | TROY NFkB inh
37 | COc1cccc(C(c2nnnn2-c2ccc3c(c2)OCCO3)N2CCC3(CC2)C(=O)NCN3c2ccccc2)c1OC (stereo not drawn) | 15 | 9 | / | 6 | 14 | -9
38 | CC(=NCc1ccc(F)cc1)c1c(O)n(C)c(=O)n(C)c1=O | 50 | 53 | -33 | 14 | 34 | -14
39 | CN(C)C(=O)Oc1ccc(-c2nnco2)cc1 | 23 | 12 | -1 | -1 | -2 | -28
40 | CCOC(=O)CC(SP1(=S)OCC2(CCCCO2)C(C2CCCCO2)O1)C(=O)OCC (stereo not drawn) | -8 | -17 | -9 | -4 | -3 | -6
41 | Cc1ccc(Cn2nc(C)c(C=O)c2Cl)cc1 | 11 | 8 | 10 | 35 | 0 | 14

no. | COUP-TFII inh | KKLEB tox | CF NFkB inh | Shn3 inh set2 | C8 TRAIL sens
37 | -4 | 2 | -1 | 0 | -5
38 | 0 | -4 | -3 | 19 | 14
39 | 12 | 3 | 4 | 3 | 22
40 | -7 | 5 | 12 | -12 | -10
41 | -6 | -11 | 3 | 4 | -3

High-throughput results deposited in PubChem by several laboratories.
